Screening results (PubChem BioAssay)
EBV gp42 block – inhibitors of Epstein-Barr virus glycoprotein 42; Q1HVG2; Fluorescence polarization binding assay, mP read-out; inhibition, % (tested at 21.74 µM); hit rate 0.42% among 220,000; AID 1085; in the data active = inhibition above about 50%
p47phox inh – blocks human p47phox regulatory protein of NADPH oxidases; p47phox/p22phox peptide binding, fluorescence polarization, 2 h; AID 1274; inhibition, % at 24.7 µM; hit rate 0.53% among 220,000; P14598;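 active = inhibition above about 30%, limit read from the data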;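 note: 0% = p47phox with labelled peptide and 100% = labelled peptide alone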
Target sequence (P14598 whole entry, looked up): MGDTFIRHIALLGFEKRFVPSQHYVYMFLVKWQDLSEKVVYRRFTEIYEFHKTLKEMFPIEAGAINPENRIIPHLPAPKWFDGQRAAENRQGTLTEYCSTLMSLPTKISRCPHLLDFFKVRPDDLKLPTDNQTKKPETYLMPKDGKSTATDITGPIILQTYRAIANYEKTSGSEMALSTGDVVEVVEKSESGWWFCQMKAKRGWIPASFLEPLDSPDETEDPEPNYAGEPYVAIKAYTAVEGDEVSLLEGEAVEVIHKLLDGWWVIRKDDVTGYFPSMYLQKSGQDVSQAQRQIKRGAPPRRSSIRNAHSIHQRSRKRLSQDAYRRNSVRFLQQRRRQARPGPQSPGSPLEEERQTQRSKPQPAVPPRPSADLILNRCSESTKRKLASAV
Mdm2 ligase inh – Mdm2 E3 ligase (human) inhibition. Q00987. AID 1230. signal enhancement, % at 5 µM. cell-based MDM2 ubiquitination luciferase reporter, 2 h; 0 = plate control, 100 = twice control, blank-subtracted. hit rate 0.11% among 210,000;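 active = signal enhancement of 30% or more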;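 note: luminescence tracks abundance of the self-degrading MDM2-luciferase fusion protein; higher signal means inhibition of MDM2 E3 ligase activity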
Target sequence (Q00987 whole entry, looked up, the tested form may be a part): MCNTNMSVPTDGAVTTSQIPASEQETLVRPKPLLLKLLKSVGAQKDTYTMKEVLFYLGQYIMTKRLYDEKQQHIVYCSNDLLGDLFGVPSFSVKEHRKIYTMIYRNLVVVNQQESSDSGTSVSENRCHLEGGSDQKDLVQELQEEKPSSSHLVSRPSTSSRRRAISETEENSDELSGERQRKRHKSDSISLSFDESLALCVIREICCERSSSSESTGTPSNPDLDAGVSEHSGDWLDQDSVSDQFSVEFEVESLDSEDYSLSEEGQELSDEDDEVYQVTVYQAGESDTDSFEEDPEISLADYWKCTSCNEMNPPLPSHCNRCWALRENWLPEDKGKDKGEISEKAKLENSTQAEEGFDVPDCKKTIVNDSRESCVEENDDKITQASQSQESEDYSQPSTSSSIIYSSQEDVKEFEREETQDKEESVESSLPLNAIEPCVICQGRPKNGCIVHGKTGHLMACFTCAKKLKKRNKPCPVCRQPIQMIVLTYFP
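Assay system: stable mammalian line carrying autodegrading MDM2–luciferase fusion reporter; Input: 2000 cells in each well; Compound dosing: single-point 5 µM; Schedule: 2 h compound exposure at 37 °C; Signal: SteadyLite luciferase luminescence after 15 min room-temperature reagent incubation; Evaluation: % luminescence enhancement versus blank-corrected plate control mean; Benchmarks: plate controls and plate blanks.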
TRPML3 agonist – human mucolipin-3 channel agonism. Q8TDD5. HEK293 TRPML3-YFP, Fluo-8 calcium fluorescence; 100% = the carbachol control signal. hit rate 0.29% among 220,000. activation, % at 3 µM. AID 1448;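 active = activation above its plate's cutoff, the mean activation of the plate's test wells plus 3 SD, cut at about 12% in these data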;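 note: 0% = DMSO only wells and 100% = carbachol wells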
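Material: HEK293 cells stably carrying human TRPML3-YFP; compound dosing: single dose, 3 µM final nominal compound, 0.3% DMSO final; incubation: 1-h 37 °C dye load, 5-s basal, 120-s post-compound reads; technique: Fluo-8 intracellular calcium fluorescence, excitation 470-495 nm, emission 515-575 nm; read-out basis: percent activation from peak-to-basal fluorescence ratio, scaled between DMSO and carbachol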
Runt-SMMHC FRET – blocks binding of human RUNX1 Runt domain to CBFb-SMMHC. AID 1434. Cerulean-Runt/Venus-CBFb-SMMHC FRET ratio 530/480, 1 h. Q01196+Q13951. hit rate 0.74% among 220,000. inhibition, % at 20 µM;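 active = mean inhibition across duplicate retests at 20 µM reaching about 50%, limit read from the data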;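 note: 0% = DMSO wells and 100% = wells with excess untagged CBFb-SMMHC; inhibitors lower the FRET ratio by blocking Runt binding to CBFb-SMMHC; some results filed as inactive read as strong as hits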
CHOP inhibitor – inhibitors of CHOP induction in ER stress response; CHO-K1 CHOP-promoter luciferase, tunicamycin-induced, 15-18 h; inhibition, % at 10 µM; hit rate 3.8% among 220,000; AID 2732;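 active = compounds that reduced the stress-induced luciferase reporter signal by more than about 70% of percent inhibition, limit read from the data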;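 note: 0% = tunicamycin plus vehicle and 100% = wells without tunicamycin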
TRPN1 ag – zebrafish TRPN1 (NompC) channel agonism | HEK293 zebrafish TRPN1-YFP, Fluo-8 calcium fluorescence; 100% = response to 87 µM carbachol | activation, % at 3 µM | hit rate 0.18% among 220,000;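 active = activation above its plate's cutoff, the mean activation of test wells on that plate plus 3 SD, cut at about 19% in these data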;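 note: 0% = DMSO alone and 100% = 87 µM carbachol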
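Material – zebrafish TRPN1-YFP in HEK293 cells · Doses – 3 µM single point · Schedule – dye 1 h 37 °C plus 30 min RT · Signal – Fluo-8 calcium fluorescence, excitation 470-495 nm, emission 515-575 nm · Read-out – % activation versus carbachol response · Control set – carbachol high, DMSO low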
TNF death inh – blocks TNF-alpha induced death of Jurkat FADD-/- cells. hit rate 0.068% among 220,000. AID 463075. activation (protection from cell death), % at 10 µM. Jurkat FADD-/- TNF necroptosis rescue, ATP luminescence, 24 h; 0 = TNF only, 100 = no-TNF cells;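 active = activation, meaning protection from cell death, of at least 50% relative to plate controls; inactive = activation below 50%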;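 note: necroptosis triggered by 40 ng/mL TNF-alpha added together with compound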
PPC-1+TRAIL kill – compounds killing PPC-1 cancer cells with TRAIL present (potentiator screen, no TRAIL-free arm) | PPC-1 cells + TRAIL, ATPLite viability luminescence | cell killing (% activity), % at 4 µM | hit rate 0.41% among 220,000 | AID 1443;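 active = cell killing above 50% in the first pass at 4 µM, then a duplicate retest at 5 µM averaging 50% or more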;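 note: plate controls were cells with TRAIL plus DMSO for no effect and medium-only wells lacking cells for full effect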
The depositor's hits bear a star; . = not tested or not shown.

[1] CCCn1c(=O)n(C)c(=O)c2c(SCC(=O)NCc3ccco3)nc(C3CC3)nc21
[2] COc1ccc(CCn2c(NCc3ccco3)nc3c2c(=O)[nH]c(=O)n3C)cc1
[3] O=C(C1CCCN(S(=O)(=O)c2cnc[nH]2)C1)N1CCN(c2ccc(Cl)cc2)CC1 (configuration not stated)
[4] CN(C)S(=O)(=O)c1ccc(C(=O)Nc2nnc(-c3ccco3)o2)cc1
[5] COc1cc(OC)cc(C(=O)N=c2sc3ccccc3n2C)c1
[6] Cc1cc(C)cc(N=C2SC(CC(=O)Nc3ccccc3)C(=O)N2CCN2CCOCC2)c1 (configuration not stated)
[7] O=C(NCc1ccco1)/C(=C\c1cccs1)NC(=O)c1ccco1
[8] O=C1NC2(NN1c1ccccc1)C1CC3CC(C1)CC2C3 (configuration not stated)
entry no.	1	2	3	4	5	6	7	8
EBV gp42 block	-11.2	-4.7	-12.8	3.2	-18.1	5.1	-1.3	-26.3
p47phox inh	-46.0	-7.6	-10.5	3.4	7.1	-7.7	2.1	-5.6
Mdm2 ligase inh	-16.5	-14.3	-12.2	5.5	-27.5	8.9	3.2	-2.0
TRPML3 agonist	-0.1	0.6	0.4	0.0	0.8	0.0	0.5	0.9
Runt-SMMHC FRET	8.5	-8.2	-0.7	-3.4	-6.0	-0.8	0.3	0.6
CHOP inhibitor	42.6	-1.1	61.0	-8.1	3.0	28.5	10.3	2.4
TRPN1 ag	-0.9	0.6	0.4	0.5	0.6	0.9	0.6	0.8
TNF death inh	-4.5	0.8	-1.0	0.6	0.6	3.3	-3.4	0.7
PPC-1+TRAIL kill	6.3	20.0	-0.5	20.3	5.7	0.7	-4.6	-13.4

Next part, overlapping the part above by 4 compounds.
[5] COc1cc(OC)cc(C(=O)N=c2sc3ccccc3n2C)c1
[6] Cc1cc(C)cc(N=C2SC(CC(=O)Nc3ccccc3)C(=O)N2CCN2CCOCC2)c1 (configuration not stated)
[7] O=C(NCc1ccco1)/C(=C\c1cccs1)NC(=O)c1ccco1
[8] O=C1NC2(NN1c1ccccc1)C1CC3CC(C1)CC2C3 (configuration not stated)
[9] COc1ccc(OC)c(CNc2ccc([N+](=O)[O-])cc2C)c1
[10] Cn1c(CN2CCOCC2)nnc1SCC(=O)NC1CCCCC1
[11] Cc1ccc(-c2csc(NC(=O)C3=NN(C4CCS(=O)(=O)C4)C(=O)CC3)n2)cc1 (configuration not stated)
[12] O=C(NC1CCCc2ccccc21)C1CCCN(S(=O)(=O)c2cnc[nH]2)C1 (configuration not stated)
[13] O=C(NC1=NCCS1)c1ccc(Cl)c(S(=O)(=O)N2CCc3ccccc32)c1
[14] CCCCOc1ccc(/C(O)=C2/C(=O)C(=O)N(CCN(C)C)C2c2ccc(O)c(OC)c2)cc1 (configuration not stated)
[15] CC(C)c1ccc(NC(=O)COC(=O)[C@H](CCC(N)=O)NC(=O)c2ccc(F)cc2)cc1
[16] CC(C)NS(=O)(=O)c1ccc2c(c1)oc(=O)n2C
entry no.	5	6	7	8	9	10	11	12	13	14	15	16
EBV gp42 block	-18.1	5.1	-1.3	-26.3	-3.0	-11.6	-11.8	-9.5	-11.9	-8.0	-5.8	-8.7
p47phox inh	7.1	-7.7	2.1	-5.6	-9.7	2.5	1.0	-6.5	-19.5	-4.0	-10.4	-7.1
Mdm2 ligase inh	-27.5	8.9	3.2	-2.0	-8.4	-15.0	-3.5	-16.9	.	2.5	-13.0	-7.9
TRPML3 agonist	0.8	0.0	0.5	0.9	-1.9	0.5	0.8	0.1	1.3	1.1	1.0	0.4
Runt-SMMHC FRET	-6.0	-0.8	0.3	0.6	-2.5	21.1	-0.8	-1.0	1.1	-5.0	-6.0	1.5
CHOP inhibitor	3.0	28.5	10.3	2.4	18.7	8.4	1.3	-12.7	7.2	27.6	0.1	3.4
TRPN1 ag	0.6	0.9	0.6	0.8	-2.3	0.0	2.1	-0.9	6.6	5.5	0.2	0.6
TNF death inh	0.6	3.3	-3.4	0.7	-1.0	-0.6	-3.5	0.2	-0.6	1.4	-0.8	1.7
PPC-1+TRAIL kill	5.7	0.7	-4.6	-13.4	0.1	17.8	6.4	8.0	-9.9	-2.9	-18.3	-6.6

[17] NC(=O)c1ccc(NC(=O)CSc2nnc(-c3ccccn3)n2N)cc1
[18] [O-]C1=N/[N+](=C/c2ccc(Cl)c(Cl)c2)CC1
[19] COc1ccc(N=N/C(C(C)=O)=C(/C)O)cc1
[20] O=C(c1ccc(F)cc1)[C@@H]1[C@@H](C(=O)c2ccccc2)[C@@]2(C(=O)Nc3ccccc32)[C@H]2c3ccccc3C=CN12
[21] COc1ccc(OC)c(-c2nc(C(N)=O)c3[nH]c(=O)n(-c4ccc(F)cc4)c3n2)c1
[22] COc1ccc(CCN(C)c2ncnc3sccc23)cc1OC
[23] O=C(O)/C=C\C(=O)Nc1ccccc1C(=O)NC1CCCCC1
[24] O=C(NC1CCCC1)C1CCN(c2nccs2)CC1
entry no.	17	18	19	20	21	22	23	24
EBV gp42 block	-15.6	-26.3	-2.6	4.3	-10.3	2.5	2.8	-12.7
p47phox inh	-12.5	-0.1	-6.6	-15.8	0.5	1.2	-1.5	-3.0
Mdm2 ligase inh	5.2	-20.8	-9.7	-15.8	-12.3	-87.5	2.5	.
TRPML3 agonist	0.7	0.2	0.4	1.9	1.5	3.2	0.2	1.2
Runt-SMMHC FRET	-3.6	-3.5	-3.7	-10.5	-3.9	-0.4	2.6	-4.4
CHOP inhibitor	16.8	-7.9	9.7	9.2	53.5	7.7	22.5	-2.8
TRPN1 ag	0.8	0.8	-1.0	2.3	-0.1	5.5	1.4	-0.1
TNF death inh	0.5	1.4	-2.5	2.5	-0.8	-0.4	0.0	-1.5
PPC-1+TRAIL kill	-9.0	7.3	17.2	28.4	9.8	5.9	-18.5	47.6

Results in PPC-1+TRAIL kill, for some of the entries so far:
nr	mol	PPC-1+TRAIL kill
7	O=C(NCc1ccco1)/C(=C\c1cccs1)NC(=O)c1ccco1	-4.6
8	O=C1NC2(NN1c1ccccc1)C1CC3CC(C1)CC2C3 (configuration not stated)	-13.4

Remaining list, next part.
[25] Cc1ccc(C(=O)Nc2nc(-c3ccccn3)cs2)o1
[26] CCOC(=O)c1ccc(S(=O)(=O)N2CCC(C(=O)O)CC2)cc1
[27] CCOCc1nnc(NC(=O)c2cc(OC)c(OC)c(OC)c2)s1
[28] CCCCN1C(=O)N(C)C2C1N(C)C(=O)N2CCCC (configuration not stated)
[29] Cc1ccc(NS(=O)(=O)c2cc([N+](=O)[O-])ccc2NNC(=S)Nc2cccc(Cl)c2)c(C)c1
[30] CNC(=S)N(Cc1ccc2c(c1)OCO2)C1CC(=O)N(c2ccc(F)cc2)C1=O (configuration not stated)
[31] Cc1[nH]c2ccccc2c1CN1CCC(Cc2ccccc2)CC1
[32] COC(=O)c1ccc(C(=O)OC)c(NC(=O)N2c3ccccc3Sc3ccccc32)c1
entry no.	25	26	27	28	29	30	31	32
EBV gp42 block	-4.3	-4.3	-5.6	-9.3	0.9	-0.7	4.1	5.7
p47phox inh	-6.8	-12.3	-4.0	-0.4	-47.8	-7.7	-5.5	-78.1
Mdm2 ligase inh	-4.6	-29.9	0.6	8.1	-10.7	-10.8	1.1	-6.2
TRPML3 agonist	-0.1	1.0	0.6	0.7	0.4	2.1	1.8	0.9
Runt-SMMHC FRET	-0.7	-0.3	0.8	-0.4	-15.2	-0.2	-7.5	2.3
CHOP inhibitor	29.5	17.3	7.1	-14.6	38.4	23.5	-70.1	-7.4
TRPN1 ag	0.9	0.9	0.8	0.5	0.5	3.3	1.4	0.7
TNF death inh	-4.1	-1.1	-0.7	-1.7	-2.2	-1.8	-0.5	-0.6
PPC-1+TRAIL kill	10.4	3.9	-7.2	9.8	14.6	26.2	20.8	-11.6

[33] COc1ccc(-c2noc(CN(Cc3nccn3C)C(C)C)n2)cc1
[34] CCOc1ccc(-n2cnnn2)cc1S(=O)(=O)N1CCCCC1
[35] CCOC(=O)C1(Cc2cccc(F)c2)CCN(C(=O)c2cnc(C)cn2)CC1
[36] CN(c1cccc(Cl)c1)S(=O)(=O)c1cccc(C(=O)Nc2nc3ccccc3[nH]2)c1
[37] CN(C)c1cc(-c2ccc(Br)cc2)oc(=O)c1Cl
[38] CCOC(=O)c1sc2nc(C)cc(-c3ccccc3)c2c1N
[39] CCOC(=O)C1=C(C)Nc2ncnn2C1c1cccnc1 (configuration not stated)
[40] Cc1ccc(NCc2nnc(SCCN3CCCCC3)n2CC2CCCO2)c(C)c1 (configuration not stated)
entry no.	33	34	35	36	37	38	39	40
EBV gp42 block	-16.2	4.6	-11.5	-11.8	-13.5	-11.3	-23.5	-5.2
p47phox inh	-13.6	-6.8	-8.6	-14.8	-3.8	-10.6	-2.0	-1.5
Mdm2 ligase inh	-4.2	-13.4	-4.3	-10.0	-5.3	-1.3	-1.5	-7.4
TRPML3 agonist	0.5	0.8	0.5	0.4	0.6	-1.2	0.1	-0.6
Runt-SMMHC FRET	-0.8	-7.3	0.4	2.8	1.0	-9.4	-4.7	-6.8
CHOP inhibitor	6.8	21.2	-5.3	-26.0	42.9	5.7	11.3	5.6
TRPN1 ag	0.1	-0.8	4.1	-0.3	-0.8	-0.1	1.4	0.6
TNF death inh	0.6	1.4	-0.3	-0.8	-1.7	2.7	-0.4	2.1
PPC-1+TRAIL kill	27.1	-1.4	15.3	13.2	14.8	12.3	4.7	5.8

Random draw from the library. About 5.9% of those tested had a hit in this group.
